H9c2 TAG inh – inhibitors of triacylglycerol accumulation, primary screen, cell-based, uHTS, fluorescence, H9c2 | H9c2 cells, Nile Red lipid (TAG) fluorescence; cells loaded with 200 µM oleic acid | inhibition, % at 12.5 µM | hit rate 0.66% among 230,000;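 active = pattern-corrected inhibition of lipid staining of at least 50% with the nuclear-stain viability signal not falling by more than 50%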;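 also: 0% = DMSO wells and 100% = triacsin C control wells; some results filed as inactive read as strong as hits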
H9c2 TAG inh DAPI viability – further read-out of H9c2 TAG inh, marked with its call; DAPI nuclei signal change (viability), lower = more cytotoxic, %;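 whole-well DAPI fluorescence read on a plate reader as a viability signal; minus 50 percent equals half of cells still viable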
Active calls of the source: *. This is a subset; rates above refer to the full screens.

SMILES	H9c2 TAG inh	H9c2 TAG inh DAPI viability
CCCCn1c(N)c(N(CC(C)C)C(=O)CC2CCCC2)c(=O)[nH]c1=O	-10	5
Cc1ccc(OCCOCCN2CCCCC2)c([N+](=O)[O-])c1	0	18
Cc1cc(C)cc(Oc2ccc(S(=O)(=O)N3CCN(C)CC3)cn2)c1	-11	-5
COc1cc2ccnc(Cc3cccc(OC)c3OC)c2cc1OC	-14	3
CC(OC(=O)C1=COCCO1)C(=O)c1ccc(Br)cc1 (stereo unspecified)	10	-7
COc1ccc(CNC(=O)c2cccc3c(-c4ccc(F)c(F)c4)coc23)cc1OC	-42	11
CC(C)(C)NC(=O)C(c1ccc(F)cc1)N(Cc1cccs1)C(=O)c1ccc(CN2CCOCC2)o1 (stereo unspecified)	0	-3
Cc1cccc2cc(COC(=O)C(C)(C)C)c(=O)[nH]c12	-10	0
COc1ccc(OCC(=O)Nc2ccc3c(c2)nc2n3CCSC2)cc1	7	10
O=C(O)c1ccccc1-c1ccccc1C(=O)Nc1ccc(OC(F)(F)F)cc1	2	6
C=CCn1c(Oc2cccc(C)c2)nc2c1c(=O)n(C)c(=O)n2C	1	-8
COc1cc2cc(Br)cc(Br)c2nc1C	-33	4
CNC(=S)Nc1cccc(C(=O)O)c1	-7	4
C/C(=N\NC(=O)COc1ccccc1-c1ccccc1)c1ccccn1	19	-26
CCCCNC(=O)[C@@](CC)(ONc1ccccc1C(F)(F)F)c1cccc2ccccc12	50	-5
O=C(CNC(=O)c1ccc(Br)cc1)NCC(=O)OCC(=O)c1ccc(F)cc1	1	4
CCCCC(=O)Nc1cc(Cl)ccc1C(=O)O	2	-8
CCn1c(COc2ccccc2)nnc1SCC(=O)NCc1ccco1	-3	-14
CC(=O)Cn1c(C(F)(F)F)nc2ccccc21	0	2
N#CC1=C(N)C2=C(N3CCCCC3)CCCC2C1(C#N)C#N (stereo unspecified)	-1	9
COC(=O)c1sccc1NC(=O)c1cc(OC)cc(OC)c1	-4	-6
O=C(O)c1ccc(CSc2nnc(-c3ccc(Cl)cc3)o2)cc1	8	-1
CNc1nc(Cl)nc2c1ncn2-c1ccccc1	-7	1
NC(=O)C1CCN(CCCNC2CC(=O)N(Cc3ccc(N4CCCC4=O)cc3)C2=O)CC1 (stereo unspecified)	-1	5
O=C(O)CCCC(=O)Nc1ccccc1C(=O)N1CCOCC1	10	-5
COc1cccc(C(=O)OCC(=O)NC(=O)NC2CCCC2)c1O	2	-12
CCN(CC)CC(=O)Nc1c2c(nc3ccccc13)N(C)CC2	6	20
C/C(=N/NC(=O)CNC(=O)c1ccccc1)c1ccc(C)cc1	-1	-3
CCOC(=O)N1CCN(CCC(=O)Nc2cc(C)ccc2OC)CC1	-12	-6
OC[C@H]1O[C@H](c2nc(-c3nc(-c4cccs4)no3)cs2)C[C@@H]1O	26	-39
O=C(NCc1ccccc1)C1CNCC(C(=O)NCc2ccccc2)C1 (stereo unspecified)	-4	-11
CCN1C(=O)c2cccc3c(S(=O)(=O)NCc4ccccc4)ccc1c23	-15	12
CCOC(=O)Cn1c(=O)oc2cc(S(=O)(=O)N(C)c3cccc(C)c3)ccc21	-9	-1
Cc1ccc(NC(=O)C2CCN(c3ncnc4sc(C)c(C)c34)CC2)cc1S(=O)(=O)N(C)C	6	0
COc1ccc(CCNS(=O)(=O)c2cc3c4c(c2)CCN4C(=O)CC3)cc1	-12	3
COc1ccc(Cl)cc1C(=O)Nc1ccc2c(c1)OCCO2	-8	2
Cc1ccc(S(=O)(=O)CCC(=O)OC(C)C(=O)N2CCc3ccccc32)cc1 (stereo unspecified)	-2	1
COC(=O)C(C(=O)OC)c1ccc(NC(=O)c2cccc(Cl)c2)cc1	-13	-3
COc1ccc(C2NS(=O)(=O)OCC2C)cc1 (stereo unspecified)	0	4
O=C1CC(c2ccccc2)CC(O)=C1C=Nc1ccc(O)cc1 (stereo unspecified)	13	2
C(=C\c1ccc2nncn2c1)/c1ccccc1	8	9
COc1cccc(CNC(=O)C(=O)NCCC2CCCCN2S(=O)(=O)c2ccccc2)c1 (stereo unspecified)	7	-10
CC(OC(=O)C12CCC(=O)N1c1ccccc1S2)C(=O)Nc1cccc(Cl)c1 (stereo unspecified)	0	1
N#C/C(=C/c1ccc(N2CCOCC2)o1)C(=O)NC1CCCCC1	8	-12
O=C(Nc1cccc(Cl)c1)Nc1cccc(C(=O)O)c1	78	-62
OCC[C@H]1C[C@@H](O)[C@H](O)[C@@]2(OCc3ccccc32)O1	8	0
CCCCc1ccc(NC(=O)c2ccc(N(C)S(C)(=O)=O)cc2)cc1	-7	-2
O=C(O)c1ccc(CNC(=O)c2ccc3c(c2)C(=O)N(Cc2cccnc2)C3=O)cc1	-29	16
CC(C)(C)OC(=O)C[C@@H]1C/C=C\C[C@@H](CC(=O)N[C@H](CO)Cc2ccccc2)C(=O)N2CCC[C@@H]2COC1=O	-6	5
COc1ccc(S(=O)(=O)Nc2nc(C(F)(F)F)cs2)cc1	3	0
Cc1cccc(C2=NN(c3ccc(Br)cc3)[C@@H](C(=O)N3CCOC3=O)[C@@H]2c2ccc([N+](=O)[O-])cc2)c1	-8	-9
COc1ccc(OCC(=O)NC(=O)c2ccccc2OC)c([N+](=O)[O-])c1	1	-5
O=C1CC(/C=C/c2ccncc2)=Nc2ccccc2N1	7	12
O=C(NCCN1CCOCC1)c1ccc(NS(=O)(=O)c2cccc([N+](=O)[O-])c2)cc1	-14	1
NC(=O)CC(NC(=O)c1ccccc1)c1ccc(NC2CCCCCCC2)c([N+](=O)[O-])c1 (stereo unspecified)	-1	-9
CCOC(=O)c1sc(N2C(=O)C(O)=C(C(=O)c3ccco3)C2c2cccc(Cl)c2)nc1C (stereo unspecified)	8	-6
COc1cccc(OC)c1C(=O)Nc1cc(C)nn1-c1nc2ccccc2[nH]1	33	-12
Cc1ccc(S(=O)(=O)N2CCC[C@H]2C(=O)OC(C)C(=O)Nc2ncc(Cl)cc2Cl)cc1 (stereo partly specified)	12	0
COc1ccc(C(=O)n2nc(-c3ccc(Cl)cc3)nc2N)cc1OC	22	-7
COc1c(C(=O)Nc2ccc(CN3CCOCC3)cc2)cc2ccccc2c1Br	-20	14
Next part:
SMILES	H9c2 TAG inh	H9c2 TAG inh DAPI viability
O=C(NCc1cccc(Cl)c1)C1Cc2c(-c3cccc(F)c3)ccnc2O1 (stereo unspecified)	-14	8
NS(=O)(=O)c1ccc(CCN=C(NS(=O)(=O)c2cccs2)c2ccccc2)cc1	3	-2
O=C(Nc1ccccc1)Nc1cccc(C(F)(F)F)c1	-18	9
CNS(=O)(=O)c1cccc(C(=O)OCC(=O)Nc2nc(OC)cc(OC)n2)c1	-4	-2
Cc1cc2nc(C)n(CCCNC(=O)Nc3ccc(C#N)cc3)c2cc1C	5	1
O=C(C1CCCCC1)N1CCN(c2ccnc3cc(Cl)ccc23)CC1	-3	-6
Cc1cc(C)c(S(=O)(=O)N2CCCOC2CNC(=O)C(=O)NCc2cccnc2)c(C)c1 (stereo unspecified)	-1	-9
COc1cccc(C(=O)NCCn2ccc3ccccc32)c1	7	-8
O/N=C1\CC2(Cc3nonc31)OCCO2	2	-11
O=C(Nc1cccc(F)c1)/C(=C\c1cccnc1)NC(=O)c1cccs1	11	-8
COc1ccc(N2CCN(C(=O)COC(=O)CCS(=O)(=O)c3ccc(C)cc3)CC2)cc1	4	5
COC(=O)N/N=C(C)/C=C/c1ccccc1	14	-6
O=C(NCCCc1ccccc1)c1cccc(NC(=O)C2CC2)c1	18	-8
COCCCNC(=O)Cn1ccc(N)nc1=O	16	-1
COC(=O)c1c(C)[nH]c(C(=O)OCC(=O)N(CC(C)C)c2c(N)n(Cc3ccccc3)c(=O)[nH]c2=O)c1C	-10	-8
Cc1ccc(S(=O)(=O)N(C)C)cc1NC(=O)Nc1ccccc1	-13	8
CSCCC(NC(=O)c1ccco1)C(=O)Nc1cc(C)ccn1 (stereo unspecified)	1	1
Cc1ccc(NC(=O)CCC(=O)NNS(=O)(=O)c2ccc(Cl)cc2)cc1C	7	-3
Cn1c(=O)[nH]c(=O)c2c1nc(SCCC(=O)O)n2Cc1cccc(Br)c1	-5	0
O=C(CN1C(=O)NC2(CCCC2)C1=O)Nc1ccc(F)c(F)c1F	-12	1
O=C(NCC1CCCO1)c1ccc(-c2cccc(C(F)(F)F)c2)o1 (stereo unspecified)	0	4
Cn1c(SCc2cc(=O)[nH]c3ccccc23)nnc1-c1ccc(Br)cc1	0	2
Cc1ccc2nc(COC(=O)c3ccc(Cl)nc3)cc(=O)n2c1	17	-15
COc1ccc(C(=O)N2CCN(C(C)=O)CC2)cc1S(=O)(=O)NCc1ccc(Cl)cc1	16	-11

The last two records of the part above come first, to join the parts.
SMILES	H9c2 TAG inh	H9c2 TAG inh DAPI viability
Cc1ccc2nc(COC(=O)c3ccc(Cl)nc3)cc(=O)n2c1	17	-15
COc1ccc(C(=O)N2CCN(C(C)=O)CC2)cc1S(=O)(=O)NCc1ccc(Cl)cc1	16	-11
Cc1ccc(OCC(=O)NCCO)c(Br)c1	1	2
CCOC(=O)CSc1nnc(Cn2nnc3ccccc32)n1-c1ccc(F)cc1	-4	4
COc1ccc(CCNc2ccc(S(=O)(=O)N3CCN(C)CC3)cc2[N+](=O)[O-])cc1	5	8
Cc1cc(=O)oc2c(C)c(OC(=O)c3ccco3)ccc12	1	2
Cc1cccc(N2CCN(Cc3nc(C4CC4)no3)CC2)n1	-9	5
CCn1c(SCC(=O)NC2CC2)nc2ccccc21	-7	-1
Cc1ccc(C(=O)Cn2nc(C)c([N+](=O)[O-])c2C)c(C)c1	-2	-8
Cc1c(C(=O)N(C)CC(=O)Nc2cccc(F)c2)oc2c(Cl)cccc12	-9	1
O=C(NCCc1cn2ccccc2n1)C1CCCCC1	8	5
CCOc1ccc(NS(=O)(=O)c2cc(C)c(C)cc2C)cc1	-5	5
CN(C)C1(CNC(=O)c2cccc(S(=O)(=O)Nc3ccc(Br)cc3)c2)CCCCC1	10	7
CCCCc1nc(SCC(=O)N2CCCCC2)c2c(=O)n(C)c(=O)n(C)c2n1	2	-5
CCN(C(=O)COC(=O)c1ccccc1Cc1ccccc1)c1c(N)n(Cc2ccccc2)c(=O)[nH]c1=O	11	8
COc1ccc(C(=O)N/N=C/c2ccc(OC)c(CN3CCc4cc(OC)c(OC)cc4C3C)c2)cc1 (stereo unspecified)	6	4
CC(C)CNC(=O)C1(C)CCCN1C(=O)c1cccnc1 (stereo unspecified)	-14	9
CCCN(C(=O)COC(=O)CSc1ccc(C(N)=O)cc1[N+](=O)[O-])C1CCS(=O)(=O)C1 (stereo unspecified)	-1	4
O=S(=O)(O)c1cc(O)c(N=Nc2ccc(O)cc2O)c2ccccc12	11	3
CNC(=S)N(Cc1ccc(OC)cc1)Cc1cc2cccc(C)c2[nH]c1=O	4	1
CCn1c(=Nc2ccc(N3CCOCC3)cc2)ccc2ccccc21	-41	9
COc1ccc(-c2cc(N3CCCC3)n3ncnc3n2)cc1	-7	18
CCCCN1C(=O)C(CC(=O)NCCCN(C)C)CC(C(=O)N(CC)CC)=C1C (stereo unspecified)	-2	-2
CS(=O)(=O)N1CCN(c2ccccc2NC(=O)c2cccs2)CC1	-7	-4
OCC1(Cc2ccc(Cl)cc2)CCN(Cc2ccc3nsnc3c2)CC1	4	8
COc1ccc(Cl)cc1NC(=S)NCCO	-7	-5
Cn1c(=O)c2c(nc(CN3CCOCC3)n2Cc2ccccc2)n(C)c1=O	2	-9
Cc1cccc(OCC(=O)OC(C)C(=O)Nc2ccc(Cl)cn2)c1 (stereo unspecified)	11	4
COc1cc(-c2cc3nc(NCc4cccs4)ccn3n2)cc(OC)c1OC	29	-3
CCOc1ccc(NC(=O)CSc2nnc(Cc3cccn3C)n2-c2ccc(F)cc2)cc1	4	-5
CC(=O)Nc1ccc(C(=O)N2CCCCC2c2cc(C(=O)NCc3ccccc3)no2)cc1 (stereo unspecified)	14	1
Cc1ccc(CSC2=Nc3ccccc3C3=NC(=O)CN23)cc1	-25	2
CCOc1ccc(OCC)c(Nc2cc(C)nc3ncnn23)c1	19	-3
CN(Cc1ccccc1)C(=O)c1ccc(Nc2nc(C(N)COCc3ccccc3)cs2)nc1 (stereo unspecified)	13	0
COc1ccc(S(N)(=O)=O)cc1C(=O)OCC(=O)Nc1sccc1C#N	4	1
COC(=O)CSc1nc2cc(OC)ccc2n1C	-6	1
CCOC(=O)C1C(=O)OC(C)(C)C1C(CC)C(=O)c1c(C)cc(C)cc1C (stereo unspecified)	-17	-2
COc1ccc(OC)c(NC(=O)CSc2nc(=O)n(CCN3CCOCC3)c3c2CCC3)c1	20	11
COC(=O)C1=CNC=C(C(=O)OC)C1c1cccc(OC)c1	-4	23

An excerpt of these results, bar-delimited:
SMILES | H9c2 TAG inh | H9c2 TAG inh DAPI viability
COc1ccc(-c2cc(N3CCCC3)n3ncnc3n2)cc1 | -7 | 18
CCCCN1C(=O)C(CC(=O)NCCCN(C)C)CC(C(=O)N(CC)CC)=C1C (stereo unspecified) | -2 | -2
CS(=O)(=O)N1CCN(c2ccccc2NC(=O)c2cccs2)CC1 | -7 | -4
OCC1(Cc2ccc(Cl)cc2)CCN(Cc2ccc3nsnc3c2)CC1 | 4 | 8
COc1ccc(Cl)cc1NC(=S)NCCO | -7 | -5
Cn1c(=O)c2c(nc(CN3CCOCC3)n2Cc2ccccc2)n(C)c1=O | 2 | -9
Cc1cccc(OCC(=O)OC(C)C(=O)Nc2ccc(Cl)cn2)c1 (stereo unspecified) | 11 | 4
COc1cc(-c2cc3nc(NCc4cccs4)ccn3n2)cc(OC)c1OC | 29 | -3
CCOc1ccc(NC(=O)CSc2nnc(Cc3cccn3C)n2-c2ccc(F)cc2)cc1 | 4 | -5
CC(=O)Nc1ccc(C(=O)N2CCCCC2c2cc(C(=O)NCc3ccccc3)no2)cc1 (stereo unspecified) | 14 | 1
Cc1ccc(CSC2=Nc3ccccc3C3=NC(=O)CN23)cc1 | -25 | 2
CCOc1ccc(OCC)c(Nc2cc(C)nc3ncnn23)c1 | 19 | -3
CN(Cc1ccccc1)C(=O)c1ccc(Nc2nc(C(N)COCc3ccccc3)cs2)nc1 (stereo unspecified) | 13 | 0
COc1ccc(S(N)(=O)=O)cc1C(=O)OCC(=O)Nc1sccc1C#N | 4 | 1
COC(=O)CSc1nc2cc(OC)ccc2n1C | -6 | 1

Assay outcomes from PubChem.
